# Compound activity (PubChem BioAssay)
# NTMT1 inh = blocks human N-terminal methyltransferase 1 activity; AID 1645870; 59,000 tested, 2.5% active; Potency, µM (doses to about 114 µM), for the others: top-dose activity change, negative = inhibition, most hits filed as inhibitors; NTMT1 MTase-Glo SAH luminescence, purified enzyme;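 further: plate controls were DMSO vehicle for no effect and no enzyme for full effect; nearly all actives have a fitted effect of over 65% in size; many of its hits are not listed in these tables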
# Target sequence (Q9BV86 whole entry, looked up): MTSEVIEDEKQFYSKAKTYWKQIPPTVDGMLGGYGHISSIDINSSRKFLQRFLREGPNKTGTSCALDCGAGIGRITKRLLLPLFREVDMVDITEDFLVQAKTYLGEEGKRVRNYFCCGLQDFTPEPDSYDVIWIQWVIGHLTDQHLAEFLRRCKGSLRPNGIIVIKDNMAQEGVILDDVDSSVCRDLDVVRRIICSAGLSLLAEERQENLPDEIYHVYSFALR
# FH mod = Identification of activators of human fumarate hydratase by quantitative high-throughput screening. FH coupled MDH/diaphorase resazurin fluorescence, 15 min. Potency, µM (titrated, usually from 79.9 µM), inactives show at the top dose activity change, negative = inhibition, hits mostly inhibitors. 54,000 tested, 0.22% active; further: the screen sought activators but most active calls are inhibition curves; nearly all actives have a fitted effect of over 45% in size
# Target sequence (P07954 whole entry, looked up): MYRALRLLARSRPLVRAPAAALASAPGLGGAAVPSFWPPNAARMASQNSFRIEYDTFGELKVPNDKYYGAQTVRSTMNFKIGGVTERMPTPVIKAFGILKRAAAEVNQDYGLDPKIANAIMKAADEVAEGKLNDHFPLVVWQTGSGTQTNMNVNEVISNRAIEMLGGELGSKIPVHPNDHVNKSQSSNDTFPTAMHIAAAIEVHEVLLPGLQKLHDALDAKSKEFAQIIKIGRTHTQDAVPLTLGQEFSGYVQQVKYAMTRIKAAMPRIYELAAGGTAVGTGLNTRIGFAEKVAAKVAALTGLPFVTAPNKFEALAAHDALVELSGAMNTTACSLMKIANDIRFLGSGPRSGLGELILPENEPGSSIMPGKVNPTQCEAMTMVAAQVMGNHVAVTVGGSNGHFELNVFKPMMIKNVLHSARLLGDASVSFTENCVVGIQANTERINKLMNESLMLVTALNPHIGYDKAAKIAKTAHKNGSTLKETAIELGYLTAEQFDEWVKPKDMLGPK
# Numbers without * were called inactive; ? = inconclusive; . = not tested or not shown; & = joins results of further samples; ! = repeats disagree; [ ] = dose if it differs, or a comment. The call rests on the fitted dose curve; in most records, active means well fitted curve in the direction sought with a large enough effect; inconclusive means small, poorly fitted or top-dose-only effect, or another doubt; inactive means no such curve, though single readings can be large; an effect the other way counts as inactive or inconclusive. Unless noted, on the % scale 0 is the no-effect control and ±100 the full control effect; potency means the concentration at half of the fitted maximal effect.
SMILES,NTMT1 inh,FH mod
Cc1ccc([S+](=O)([O-])Nc2nn3c(=O)c4ccccc4nc3s2)cc1C,?,.
O=C(CNC(=O)c1ccccc1)N[C@@H](C(=O)Nc1cc(C(F)(F)F)ccc1Cl)c1ccccc1,0%,.
COc1cccc(NC(=S)N2CCN(c3ccc(Cl)cc3Cl)CC2)n1,?,.
O=C(Nc1ccc(Cl)c(Cl)c1)Nc1nnc(-c2ccc(F)cc2)s1,3%[57.5 µM],.
N#Cc1c(-c2cccc([N+](=O)[O-])c2)no[n+]1[O-],-12%,.
O=C(O)c1ccc(-c2ccc3ncnc(NCC4CCCO4)c3c2)o1 (stereo not given),-4%,.
O=c1[nH]c(CN2CCOCC2)nc2sc3c(c12)CCCC3,-3%,.
O=C(NCCc1nc2ccccc2n1CCOc1ccc(C(F)(F)F)cc1)C1CCCCC1,4%[57.5 µM],.
FC(F)(F)c1cccc(-c2nc(NCc3ccc(-c4ccnc(C(F)(F)F)c4)cc3)c3ccccc3n2)c1,24%,.
CCOC(=O)c1ccoc1-c1ccc2ncnc(NCc3ncc[nH]3)c2c1,10%,.
O=C(O)c1ccc(O)c2ncc(N3CCCN(C4CCCC4)CC3)cc12,-1%,.
O=C(NC1CCCc2c1cnn2-c1ccc(F)cc1F)c1ccc(C(=O)c2ccccc2)cc1 (stereo not given),6%,.
N#C/C(=C(/N)Sc1ccc(N)cc1)c1ccccc1C(F)(F)F,16%,.
COc1cccc(-c2ccc3ncnc(NCc4ccc5c(c4)OCO5)c3c2)c1,-9%[57.5 µM],.
O=S(=O)(Nc1ccc(C2CCNCC2)cc1)c1ccc(NCc2cccc(Cl)c2O)cc1,22µM*,.
CCCn1c(-c2ccc(F)cc2)nc2c(NCCCN(C)C)nc(C)nc21,-23%,.
Cc1cc(NS(=O)(=O)c2ccc(NS(=O)(=O)Cc3ccc(Cl)c(Cl)c3)cc2)no1,8%[57.5 µM],.
OCc1cccc(-c2noc(-c3ccccc3F)n2)c1,?,.
Cc1cc(N[S+](=O)([O-])c2ccc(NC(=O)Cc3ccc(Cl)c([N+](=O)[O-])c3)cc2)no1,18%,.
O=C(O)c1ccc(-c2noc(-c3ccccc3F)n2)cc1,22µM*,.
O=S1(=O)N=C(Oc2ccccc2C(F)(F)F)c2ccccc21,18%,.
CC(=O)Nc1sc2c(c1-c1ccc(N3CCN(C(C)=O)CC3)nc1)CCNC2,-7%,.
CC(C)c1nc2c(cnn2C)c(=O)n1N,-27%[57.5 µM],.
O=C(c1ccccc1)N1CCN(c2nc(-c3ccc(Br)cc3)cs2)CC1,12%,.
CC(C)(C)OC(=O)N1CCN(c2ccc(NCc3ncc(-c4ccc(C#N)cc4)o3)cc2)CC1,-10%[57.5 µM],.
Cc1ccc(-c2no[n+]([O-])c2C#N)cc1,?,.
Cn1cc(-c2nc(N[C@@H]3CCCC[C@@H]3N)c(F)c3c2C(=O)NC3)cn1,13%[12.6 µM],.
O=C(CCc1ccccc1)Nc1cccc([S+](=O)([O-])Nc2ccccc2F)c1,8%,.
Cn1nnnc1Sc1ncnc2scc(-c3ccc(C(=O)OC(C)(C)C)cc3)c12,2%[57.5 µM],.
CCOC(=O)C1CCN(C(=O)C2(NC(=O)Nc3ccccc3Cl)CC2)CC1,0%,.
O=C(Nc1ccc(-c2nc3ccccc3[nH]2)cc1)Nc1ccc2occc2c1,9%,.
O=C(Nc1ccc([S+](=O)([O-])Nc2nccs2)cc1)C1CCNCC1,-2%,.
O=S(=O)(c1ccc(C(F)(F)F)cc1)N1CCN(S(=O)(=O)c2ccc3c(c2)OCCO3)CC1,13%,.
Cc1ccc(NS(=O)(=O)c2ccc3[nH]c(=O)[nH]c3c2)cc1C,0%,.
CN(CC1CCCO1)c1ncnc2ccc(-c3ccc4c(c3)OCO4)cc12 (stereo not given),10%,.
N#Cc1ccccc1CCc1nc2ncc(Br)cc2[nH]1,16%,.
COc1ccc([C@@H]2CC(=O)c3c(O)cc(O[C@@H]4O[C@H](CO[C@@H]5O[C@@H](C)[C@H](O)[C@@H](O)[C@H]5O)[C@@H](O)[C@H](O)[C@H]4O)cc3O2)cc1O,24%,.
FC(F)(F)c1ccccc1-c1nc(NCc2ccc(-c3cccnc3)cc2)c2ccccc2n1,11%,.
Cc1cc2c(s1)c1cnn(Cc3c(F)ccc(F)c3Cl)c(=O)c1n2C,-9%[57.5 µM],.
COc1ccc(S(=O)(=O)N2CCN(S(=O)(=O)c3ccc(OC)cc3)CC2)cc1,21%&24%,.
CC(Nc1ccc([S+](=O)([O-])Nc2nccs2)cc1)c1ccccc1 (stereo not given),6%,.
Cc1cc(NS(=O)(=O)c2ccc(NC(=O)Cc3ccc(F)c(Cl)c3)cc2)no1,5%,.
O=C(Nc1nnc(-c2ccco2)o1)c1ccc(Cl)cc1,16%,.
CCC(=O)NC(c1cccs1)c1cc(Br)c2cccnc2c1O (stereo not given),12%,.
O=C(O)C1NCc2[nH]cnc2C1c1ccccc1 (stereo not given),?,.
COc1ccc(C2Nc3ccccc3C(=O)N2Cc2cccc(C(F)(F)F)c2)cc1COc1ccc(NC(C)=O)cc1 (stereo not given),33%[activator],.
Nc1ccccc1S(=O)(=O)Nc1cccc2cccnc12,10%,.
Nc1nc(OC(c2ccc(-c3cccc(F)c3)cc2)C(F)(F)F)cc(-c2ccc(C[C@H](N)C(=O)O)cc2)n1 (stereo not given in full),12%,.
COc1ccc(C2c3c(ncn(CCN4CCOCC4)c3=N)Oc3ccc4ccccc4c32)cc1OC (stereo not given),1%,.
CC(O)c1ccc(-c2ccc3ncnc(NCCc4cnc[nH]4)c3c2)o1 (stereo not given),?,.

# Continuation:
SMILES,NTMT1 inh,FH mod
COCCNc1nc(C)nc2c1nc(-c1ccccc1)n2CCN1CCCCC1,9%,.
COc1cc(N2C(=O)c3ccccc3C2=O)c2ncccc2c1,8%,.
Cn1c(SCC(=O)c2cc3ccccc3o2)nnc1-c1ccccc1,?,.
O=C(CCc1ccccc1)Nc1ccc(S(=O)(=O)Nc2nccs2)cc1,?,.
O=C(Nc1nc(-c2ccccc2)cs1)c1ccccc1S(=O)(=O)Nc1nccs1,14%,.
c1ccc(CNc2ccc(N3CCOCC3)cc2)cc1,?,.
COc1cccc(S(=O)(=O)NC2CCN(C#N)C2)c1 (stereo not given),9%[57.5 µM],.
N=c1c2c(ncn1-c1ccccc1)Oc1ccc3ccccc3c1C2c1ccc2c(c1)OCCO2 (stereo not given),?,.
N#Cc1c(-c2ccc(Cl)c([N+](=O)[O-])c2)no[n+]1[O-],0%[57.5 µM],.
O=C(Nc1ccc(Br)c(Br)c1)Nc1nnc(-c2cccnc2)s1,?,.
COc1cc(O)c(C(CC(=O)N2CCC(Cc3ccccc3)CC2)c2ccc3c(c2)OCO3)c(OC)c1 (stereo not given),6%[228 µM],.
O=[S+]([O-])(c1ccc2c(c1)OCCO2)N1CCN([S+](=O)([O-])c2ccc(F)cc2Br)CC1,5%[57.5 µM],.
c1ccc(OCc2nnc3ccc(-c4ccccc4)nn23)cc1,?,.
CC(=O)NC(C)c1cc(F)c2cccnc2c1O (stereo not given),11%,.
COCCNc1cc(NC(=O)N2CCCc3cc(CN4CCN(C)CC4=O)c(C=O)nc32)ncc1C#N,20%[29.8 µM],.
CN1CCN(c2cccc(Nc3nn4c(=O)c5ccc(Br)cc5nc4s3)c2)CC1,?,.
Nc1cc(S(=O)(=O)N2CCN(S(=O)(=O)c3ccc4c(c3)OCCO4)CC2)ccn1,7%,.
CN(Cc1cncn1C)c1ncnc2ccc(-c3ccc4c(c3)OCO4)cc12,?,.
CC(=O)c1ccc(N2CCN(S(=O)(=O)c3ccc4c(c3)CCC(=O)N4)CC2)cc1,-4%,.
O=C(Nc1ccc(Cl)cc1)Nc1nnc(-c2ccncc2)s1,?,.

# Look-ups from the results shown:
# Nc1cc(S(=O)(=O)N2CCN(S(=O)(=O)c3ccc4c(c3)OCCO4)CC2)ccn1 in NTMT1 inh shows 7%
# CC(=O)c1ccc(N2CCN(S(=O)(=O)c3ccc4c(c3)CCC(=O)N4)CC2)cc1 in NTMT1 inh shows -4%
# CC(=O)NC(C)c1cc(F)c2cccnc2c1O (stereo not given) in NTMT1 inh shows 11%
# O=[S+]([O-])(c1ccc2c(c1)OCCO2)N1CCN([S+](=O)([O-])c2ccc(F)cc2Br)CC1 in NTMT1 inh shows 5%[57.5 µM]

# Remaining list, next part.
SMILES,NTMT1 inh,FH mod
CNCC(=O)Nc1ccc(Cl)cc1C(=O)c1ccc[nH]1,5%,.
C=CC(=O)N1CC[C@@H](Oc2nc(Nc3ccc(N4CCC(N5CCN(C)CC5)CC4)cc3)c(C(N)=O)nc2CC)C1,4µM*,.
Cn1nnnc1Sc1ncnc2scc(-c3cccc4ccccc34)c12,-5%,.
COc1ccc(C(=O)N(Cc2ccco2)Cc2ccco2)c(O)c1,3%,.
CCN(CC)CCCC(C)n1c(-c2ccccc2)nc2c(NCCO)nc(C)nc21 (stereo not given),3%,.
NC(=O)C1CCN(c2nc(-c3ccc(N4CCCCC4)nc3)cs2)CC1,-12%,.
c1cncc(-c2ccc3ncnc(NCc4cccs4)c3c2)c1,?,.
Cc1cccc(CNc2ncnc3ccc(-c4ccc5c(c4)OCO5)cc23)c1,5%[57.5 µM],.
O=c1c2ccccc2nc2sc(Nc3cccc(-c4ccncc4)c3)nn12,?,.
Cc1cc(NS(=O)(=O)c2ccc(NC(=O)Cc3cccc(Cl)c3)cc2)no1,-9%,.

# Ordered by molecular weight (rising): some entries from above
SMILES,NTMT1 inh,FH mod
c1cncc(-c2ccc3ncnc(NCc4cccs4)c3c2)c1,?,.
Cc1cccc(CNc2ncnc3ccc(-c4ccc5c(c4)OCO5)cc23)c1,5%[57.5 µM],.
O=c1c2ccccc2nc2sc(Nc3cccc(-c4ccncc4)c3)nn12,?,.

# Reformatted with bars between the fields: entries from further up.
SMILES | NTMT1 inh | FH mod
O=C(Nc1ccc([S+](=O)([O-])Nc2nccs2)cc1)C1CCNCC1 | -2% | .
O=S(=O)(c1ccc(C(F)(F)F)cc1)N1CCN(S(=O)(=O)c2ccc3c(c2)OCCO3)CC1 | 13% | .
Cc1ccc(NS(=O)(=O)c2ccc3[nH]c(=O)[nH]c3c2)cc1C | 0% | .
CN(CC1CCCO1)c1ncnc2ccc(-c3ccc4c(c3)OCO4)cc12 (stereo not given) | 10% | .

# Next results
SMILES,NTMT1 inh,FH mod
Oc1ccc(CNc2ccc3ccccc3n2)c2cccnc12,12%[57.5 µM],.
O=S1(=O)N=C(Oc2ccc(C(F)(F)F)cc2)c2ccccc21,10%,.
Cc1cccc(Nc2nc(C#N)nc(NC3CCCC3)n2)c1,-16%[57.5 µM],.
Oc1cc(NCc2ccc(F)cc2)cc2cccnc12,18%,.
COc1cccc(C2c3c(ncn(-c4cccc(F)c4)c3=N)Oc3ccc4ccccc4c32)c1 (stereo not given),-3%[57.5 µM],.
O=C1c2ccccc2C(=O)N1c1cccc2ccncc12,8%,.
O=C1CCCC2=C1C1(CCSC1)N=C(Nc1nc3ccccc3o1)N2 (stereo not given),10%,.
COc1ccc(Cn2ncc3c4sc(C)cc4n(C)c3c2=O)cc1,2%,.
CCc1c(C)nc2cc(-c3ccc(OC)c(OC)c3)nn2c1N1CCCC1,?,.
Cc1ccc(N[S+](=O)([O-])c2cc3c(cc2N[C@@H](C)CO)NC(=O)CC3)cc1N[C@@H](C)CO,-11%,.
COc1cc(O)c(C(CC(=O)N2CC(C)CC(C)C2)c2ccc(O)cc2)c(OC)c1 (stereo not given),4%[228 µM],.
Cc1c(Br)cc(F)c([S+](=O)([O-])N2CCN([S+](=O)([O-])c3ccc4c(c3)OCCO4)CC2)c1F,8%[57.5 µM],.
O=C(CSc1nnc(-c2cccc([S+](=O)([O-])N3CCCC3)c2)n1-c1ccccc1)Nc1ccc2c(c1)OCCO2,11%,.
O=C(NC1CCCc2c1cnn2-c1ccc(F)cc1F)c1ccccc1 (stereo not given),79µM*!,.
O=C1CCCC2=C1C(c1[nH]ncc1Cl)NC(=NCCc1ccc(O)cc1)N2 (stereo not given),3%,.
Cc1ccc(OCCCn2c(CCNC(=O)C3CCCCC3)nc3ccccc32)cc1,25%,.
C=C(C)C1=C[C@@]2(C)C(=CC1=O)CC[C@@H](O)[C@@H]2C,-3%[57.5 µM],-1%
N#Cc1cc(NC(=O)C(=O)O)c(Cl)c(NC(=O)C(=O)O)c1,16µM*,-5%[53.3 µM]
O=C(/C=C/c1ccc(O)c(O)c1)O[C@@H]1[C@@H](O)[C@H](OC2CCCCC2O)O[C@H](CO)[C@H]1O (stereo not given in full),7%[29.8 µM],5%[53.3 µM]
Fc1ccc([C@@H]2CCNC[C@H]2COc2ccc3c(c2)OCO3)cc1,?,-25%&1%&-13%[53.3 µM]
CC1=C(CC(=O)O)c2cc(F)ccc2C1=Cc1ccc(S(C)(=O)=O)cc1,13%[57.5 µM],-4%
O=C1NC(=O)C(=Cc2ccc(-c3ccc(F)cc3O)o2)S1,24µM*,-27%[53.3 µM]
CC(C)CC1NC(=O)C(C(C)c2ccccc2)NC(=O)C(C(C)C)NC(=O)C(C)NC(=O)CCCNC(=O)C(Cc2c[nH]c3ccccc23)NC(=O)C(C)NC1=O (stereo not given),3%[12.6 µM],-1%[20.6 µM]
Cc1csc(-c2nnc(Nc3ccc(Oc4ncccc4-c4ccnc(N)n4)cc3)c3ccccc23)c1,?,-10%
COc1ccc(/C=C/C(=O)O[C@@H]2[C@@H](O)[C@H](C)O[C@@H](OC3C4C=COC(O[C@@H]5O[C@H](CO)[C@@H](O)[C@H](O)[C@H]5O)C4C4(CO)OC34)[C@@H]2O)cc1OC (stereo not given in full),14%[12.6 µM],8%[20.6 µM]

# Only part of the results is shown. The share of hits here may be higher or lower than overall.
